# TTR transcr act: activators of transthyretin transcription; SH-SY5Y TTR promoter Gaussia luciferase, luminescence; 100% = recombinant luciferase protein wells; activation, % at 16.7 µM; 1.3% of 92,000 active; AID 1117267;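 active = activation above the mean of all tested compounds plus 3 SD, cut at about 9.5% in these data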;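 also: cells exposed to compounds for one day before reading; 0% = median of all test compound wells on the plate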
# Starred values were filed as active, the others as inactive.
molecule | TTR transcr act
Cc1nnc(SCC(=O)Nc2cc(C(C)(C)C)nn2-c2ccccc2)s1 | 0.0
Cn1c(=O)c2c(nc(-c3ccccc3)n2C)n(Cc2ccccc2)c1=O | -2.7
COc1ccc(NC(=O)CCNC(=O)Cn2ccc3ccccc3c2=O)c(OC)c1 | 1.0
CC(=O)N1CCN(CC(=O)Nc2ccc3c(c2)CCC3)CC1 | 3.0
Cc1cc(NC(=O)COC(=O)c2oc3c(ccc4ccccc43)c2C)no1 | -1.7
COc1ccc(S(=O)(=O)N(C)C[C@H]2Oc3ccc(NS(=O)(=O)c4cccs4)cc3CC(=O)N([C@H](C)CO)C[C@H]2C)cc1 | -3.9
Cc1c(Cl)cccc1-n1cnc(=O)c2ccccc21 | 1.0
CCn1nc(C(=O)Nc2cccc3ccccc23)c(Cl)c1Cl | -2.0
O=C1C(c2ccccc2)C2C=CC(C2)N1O (stereo not given) | 2.9
O=C(CSc1ncn[nH]1)NCCc1ccccc1 | -1.8
COc1ccc(NC(=O)C2CCN(c3ncnc4c3nc3n4CCCCC3)CC2)cc1Cl | -1.9
Oc1cccc(Nc2nc(N3CCOCC3)nc(N3CCOCC3)n2)c1 | -1.7
O=C(CSc1nc2nc(-c3cccs3)cc(C(F)(F)F)c2c(=O)[nH]1)Nc1ccc(F)c(F)c1 | -0.3
COc1ccc(CN(C)CCCn2cnc3c(OCc4ccccc4)ncnc32)cc1 | -1.3
COc1ccc(CNC(=O)Nc2ccc(C)c(C)c2)cc1 | -0.4
O=C(CCS(=O)(=O)c1ccc(Br)s1)Nc1ccccc1Br | -0.6
Cc1ccc(-c2nnc(OCc3cccnc3)c3ccccc23)cc1 | -1.3
COc1cc(/C=C/C(=O)O)cc(S(=O)(=O)N(C)CCO)c1OC | 1.4
N#Cc1ccc(Nc2nc(-c3ccccc3)cs2)cc1 | -1.0
O=C1CC(Sc2ccc(Cl)cc2)C(=O)N1c1ccc2c(c1)OCCO2 (stereo not given) | -2.7
COc1cc(C(=O)N2CCC2(C)C(=O)O)cc(OC)c1OC (stereo not given) | 3.9
CCOC(=O)N1CCN(C(=O)c2ccc3c(=O)n(CCC4=CCCCC4)c(=O)[nH]c3c2)CC1 | -3.4
NC(=O)C1CCN(C(=O)NC2CC(=O)N(c3ccc4c(c3)OCCO4)C2)CC1 (stereo not given) | -0.5
OCCN(CCO)c1ccc2ccccc2c1 | 3.5
COc1ccc(CCn2c(=N)c(C(=O)NCc3ccco3)cc3c(=O)n4ccccc4nc32)cc1OC | -0.9

# Quoted from the listing (7 entries):
molecule | TTR transcr act
N#Cc1ccc(Nc2nc(-c3ccccc3)cs2)cc1 | -1.0
O=C1CC(Sc2ccc(Cl)cc2)C(=O)N1c1ccc2c(c1)OCCO2 (stereo not given) | -2.7
COc1cc(C(=O)N2CCC2(C)C(=O)O)cc(OC)c1OC (stereo not given) | 3.9
CCOC(=O)N1CCN(C(=O)c2ccc3c(=O)n(CCC4=CCCCC4)c(=O)[nH]c3c2)CC1 | -3.4
NC(=O)C1CCN(C(=O)NC2CC(=O)N(c3ccc4c(c3)OCCO4)C2)CC1 (stereo not given) | -0.5
OCCN(CCO)c1ccc2ccccc2c1 | 3.5
COc1ccc(CCn2c(=N)c(C(=O)NCc3ccco3)cc3c(=O)n4ccccc4nc32)cc1OC | -0.9

# Next section:
molecule | TTR transcr act
COc1ccc(NC(=O)c2oc3ccccc3c2NC(=O)c2ccc3c(c2)OCO3)cc1 | 0.8
CC(C)CNC(=S)NNC(=O)c1ccc2c(c1)OCO2 | -0.6
CC(C)N(C(=O)CSc1nc2c([nH]1)c(=O)n(C)c(=O)n2C)c1ccccc1 | -0.1
CCCN(CC(=O)c1cc(C)n(C)c1C)S(=O)(=O)c1cccc(C(F)(F)F)c1 | 1.3
CC1CCCC(NC(=O)c2ccc(COc3ccccc3)o2)C1C (stereo not given) | 1.6
Fc1ccc(Oc2ncccn2)c(F)c1 | -1.5
CCOC(=O)C1CCCN(C(=O)c2cc3c(=O)n4ccccc4nc3s2)C1 (stereo not given) | -0.9
O=C(CSc1ccsc1[N+](=O)[O-])N1CCCCC1 | 0.7
CCCCN1C(N)=NC[C@@H]1c1ccccc1 | -2.0
CC(Sc1nnc(-c2cccnc2)o1)C(=O)NC1CCCCC1 (stereo not given) | 0.0
C=Cc1ccc(Cn2c(=O)n(C)c(=O)c3sccc32)cc1 | -0.9
COc1ccc(CN2CCNC(=O)C2CC(=O)NC2CCCC2)c(OC)c1 (stereo not given) | 4.8
COCCNC(=O)C1(C)CCCN(C(=O)c2ccccc2F)C1 (stereo not given) | 0.8
Clc1ccc2nc(CNc3nc(N4CCOCC4)nc4c3ncn4-c3ccsc3)[nH]c2c1 | 9.4
O=C(Nc1ccc(F)cc1)c1ccc(S(=O)(=O)N2CCOCC2)o1 | -1.4
COc1ccc(CNC(=O)/C=C/c2ccco2)cc1OC | 13*
O=C(C1CCCN(c2ncnc3c2nc2n3CCCCC2)C1)N1CCN(c2ccc(F)cc2)CC1 (stereo not given) | -2.9
CC1(C)CC(=O)c2cnc(NC(=O)c3ccco3)nc2C1 | 0.9
Cc1ccc(NC(=O)CN(C)CC(=O)Nc2ccccc2C(=O)Nc2ccccc2)cc1 | 0.5
C/C(=N\Nc1nc(C)cc(-c2ccccc2)n1)c1ccc(C)o1 | 1.3
Cc1ccc(C(=O)O/N=C2\CCCc3ccccc32)cc1 | 23*
Oc1ccc(/C=N/N2CCCCC2)cc1O | 2.1
Cc1ccc(C(=O)CSc2ccc(-c3ccccc3)nn2)cc1 | 1.1
CCN(CC)C(=O)COc1ccc(-c2nnc(Nc3ccc(OC)c(C(=O)NC)c3)c3ccccc23)cc1 | 3.1
COc1ccc(C2CCCCCN2C(=O)C2CCN(S(=O)(=O)c3cccc(C(C)=O)c3)CC2)cc1 (stereo not given) | 1.1

# Ordered by value in TTR transcr act (largest number first): 3 from the list above.
molecule | TTR transcr act
COc1cc(C(=O)N2CCC2(C)C(=O)O)cc(OC)c1OC (stereo not given) | 3.9
C/C(=N\Nc1nc(C)cc(-c2ccccc2)n1)c1ccc(C)o1 | 1.3
CC1(C)CC(=O)c2cnc(NC(=O)c3ccco3)nc2C1 | 0.9

# More compounds
molecule | TTR transcr act
Cc1cc(C)cc(Oc2nc(-c3ccccc3)cc(C)c2S(C)(=O)=O)c1 | 3.5
CN1CCC(=O)N([C@H](CO)c2ccccc2)CC1 | 1.7
COc1ccc(/C=N/n2cnc3c([nH]c4ccccc43)c2=O)cc1CO | -1.4
Cc1ccccc1-n1c(C)cc(/C=N/NC(=O)c2ccc(CN3CCOCC3)cc2)c1C | 7.3
CCC(=O)c1ccc(OCC(=O)OCC(=O)Nc2ccc(C)c(S(=O)(=O)N3CCCCC3)c2)cc1 | -0.3
CCN(CC)CCN(C(=O)c1ccc(S(=O)(=O)N2CCOCC2)cc1)c1nc2cc3c(cc2s1)OCCO3 | -0.9
O=C(Nc1cccc(C(F)(F)F)c1)c1cc(Br)cc2c1OCC2 | -0.4
O=C(CNC(=O)OCc1ccccc1)NC1(C(=O)O)CCCC1 | -0.4
Cc1ccc2[nH]c3c(c2c1)CCN1C(=O)OC(C)(C)C31C (stereo not given) | 0.7
O=c1oc2ccc(Cl)cc2cc1-c1nnc(Nc2cccc(C(F)(F)F)c2)s1 | 0.5
COc1ccc(C(=S)N2CCN(S(=O)(=O)c3ccccc3)CC2)cc1 | 0.1
CCn1c(C)c(C(C)=O)c(N2CCN(C(c3ccccc3)c3ccccc3)CC2)nc1=S | -2.8
O=C(C[C@@H]1CC[C@@H]2[C@H](COC[C@@H](O)CN2Cc2cc(F)ccc2F)O1)NCc1ccc(F)cc1 | 2.1
CCC(C)(C)C1CCc2[nH]nc(C(=O)NC(C)C)c2C1 (stereo not given) | -2.7
Cc1c(Cl)cccc1NC(=O)c1ccco1 | 0.4
Cn1c(C(=O)O)c(CC(=O)NCC2COc3ccccc3O2)c2ccccc21 (stereo not given) | 0.9
O=C(c1ccc(CSc2ccccc2)cc1)N1CCN(c2ccccc2)CC1 | 1.3
Cn1c(SCc2nn[nH]n2)nc2c1c(=O)n(Cc1ccccc1Cl)c(=O)n2C | -0.4
CCOc1ccc(C2OCCC(C)O2)cc1OC (stereo not given) | -0.1
Cc1ccc(CC2CC(=O)N(c3cc(C)on3)C2=O)cc1 (stereo not given) | -0.8
CCN(CC)S(=O)(=O)c1ccc2c(c1)oc(=O)n2CC(=O)N(C)C1CCCCC1 | -1.2
COCCOC(=O)c1c(C)oc2ccc(OCc3ccccc3)cc12 | 6.2
O=C(/C=C/Nc1ccc(Br)cc1F)c1ccccc1 | -0.5
Cn1c(-c2sc3cc(C(F)(F)F)cnc3c2-c2ccccc2)n[nH]c1=S | 8.6
COc1cc(OC)c(C(=O)OCC(=O)Nc2ccccc2Cl)cc1OC | 2.8

# Carrying on:
molecule | TTR transcr act
COc1ccc(S(=O)(=O)N2Cc3ccccc3CC2C(=O)N2CCOCC2)cc1 (stereo not given) | 4.3
O=c1c2ccccc2oc2cc(Br)ccc12 | -0.3
CN(C)CCCNC(=O)c1ccc(-c2cc(O)c3ncccc3c2)cc1 | 1.0
CC(=O)c1ccc2c(c1)Cc1cc(C(C)=O)ccc1-2 | 1.6
CC(OC(=O)CCc1nc2ccccc2c(=O)[nH]1)C(=O)c1ccc(C(C)(C)C)cc1 (stereo not given) | -1.2
COC(=O)c1ccccc1N1C(=O)[C@@H]2C(c3ccc(F)cc3)=NO[C@@H]2C1=O | 0.4
CC(=O)c1c(N2CCN(c3ccccn3)CC2)nc(=S)n(-c2ccccc2)c1C | -0.3
CCOC(=O)N1CCC(Nc2c(NCCCN3CCN(CC)CC3)c(=O)c2=O)CC1 | 2.2
CCCCc1nc(NCCO)c(C#N)c2c1CCCC2 | -1.8
Cc1ccc(SCC(=O)Nc2oc(C)c3c(C)n[nH]c(=O)c23)cc1C | 2.1
CC(=O)Nc1ccc(NC(=O)CSc2ccc(C)cc2)cc1 | -0.2
CC(NCc1cc(Br)ccc1OCC(N)=O)C12CC3CC(CC(C3)C1)C2 (stereo not given) | 0.1
CCC(=O)c1ccc(OCc2ccc(C(=O)OC)cc2)cc1 | -2.6
CCOc1ccc(N(Cc2cc3ccc(C)cc3[nH]c2=O)C(=O)COC)cc1 | 4.5
CCNC(=O)C1(C)CCN(C(=O)c2ccccc2OC(F)(F)F)C1 (stereo not given) | 3.1
COc1ccccc1CC(=O)NC1CCC(C)CC1 (stereo not given) | -0.8
COc1ccc(N(CC(=O)N2CCc3ccccc3C2)S(=O)(=O)c2c(C)[nH]c(=O)[nH]c2=O)cc1 | -1.8
O=C(N/N=C/c1cccc2cccnc12)[C@H]1C[C@@H]1c1ccccc1 | 0.9
COC(=O)Cn1c(C(O)c2ccccc2)nc2ccccc21 (stereo not given) | 0.8
CN(CCOc1ccc(Br)cc1)C(=O)CNC(=O)c1ccc2ccccc2c1 | 0.9
COCc1ccc(C(=O)N2CCCC(CNC(=O)c3ccc(F)cc3)C2)o1 (stereo not given) | 1.1
O=[N+]([O-])c1ccc(N2CCN(S(=O)(=O)c3ccc(Cl)c(Cl)c3)CC2)cc1NCCN1CCOCC1 | 2.0
CC1CCCN(Cc2nc3c(c(=O)n(C)c(=O)n3C)n2CCCc2ccccc2)C1 (stereo not given) | -1.9
CC(C)c1cccc(-c2ccc3c(c2)S(=O)(=O)c2cccc(C(=O)NCc4ccccc4)c2C3=O)c1 | 3.2
COC(=O)CC(NC(=O)c1cccs1)c1ccc(OC)c(OC)c1 (stereo not given) | -0.1

# Following part
molecule | TTR transcr act
COCCCNC(=O)c1cc(Sc2ccc(F)cc2)nc2ccccc12 | 0.5
Cc1c(-c2ccccc2)oc2c(C(=O)N3CCN(c4ccc([N+](=O)[O-])cc4)CC3)cccc2c1=O | -1.5
Cc1ccc(NS(=O)(=O)c2ccc(C(C)(C)C)cc2)cn1 | -0.7
N#Cc1cc([N+](=O)[O-])ccc1N1CCCC1 | -1.0
COC(=O)c1ccc(CNC(=O)COC(=O)c2cccs2)cc1 | 0.3
CC(C)CC(=O)N1CCN(c2ccc([N+](=O)[O-])cc2Cl)CC1 | 0.0
COc1ccc(Br)cc1-c1noc(-c2ccccc2F)n1 | -0.7
O=C(c1ccc2c(c1)OCCCO2)N1CCCCC1 | 8.2
CC(C)Cc1nc2sc3c(SCC(N)=O)ncnc3c2c2c1CCC2 | 2.5
OCC1(Cc2ccccc2)CCN(C2CCN(c3ccc(F)c(F)c3)CC2)CC1 | 0.9
O=C(Nc1c(Cl)cccc1Cl)c1cc(=O)n(Cc2ccccc2)c(=O)[nH]1 | 8.5
O=C1NC(=O)C2(CCCCCC2)N1 | 0.4
C=CCNC(=S)N1CCN(c2cccc(C(F)(F)F)c2)CC1 | 5.3
O=C1c2[nH]nc(-c3ccccc3O)c2C(c2ccc(F)cc2)N1CC1CCCO1 (stereo not given) | -0.7
O=C(c1ccc(C(=O)N2CCCc3ccccc32)s1)N1CCCc2ccccc21 | 1.0
COc1ccccc1N(C)S(=O)(=O)c1ccc(C(=O)Nc2ccc(C)cc2C)cc1 | -3.2
OCCOCCNc1ncnc2nc[nH]c12 | -0.1
COc1ccc(/C=C2\CCCCC2=O)cc1 | 4.7
Cc1ccc(C(=O)c2c3ccccc3[n+]([O-])n2[C@@H](C)C(N)=O)cc1 | 0.9
COC(=O)c1cc(S(=O)(=O)NC2CCCCC2)cn1C | 0.5
CCn1c(=O)n(CC)c2cc(NC(=O)C(C)c3ccccc3)c(Br)cc21 (stereo not given) | -5.2
Cc1ccc(NC(=O)c2scc3c2CCCC3)cc1 | 22*
NC1(C(=O)O)CCCCC1c1ccccc1 (stereo not given) | 1.8
O=C(CSc1nc2ccccc2s1)Nc1ncccn1 | -1.2
CCN(CC)CCNC(=O)c1cn(CC)c2ccc(S(=O)(=O)N3CCOCC3)cc2c1=O | 1.7
Cc1ccc(S(=O)(=O)N2CCN(C(=O)COC(=O)CNC(=O)c3ccc(C(C)(C)C)cc3)CC2)c(C)c1 | 3.0
CC(=O)N1N=C(c2cccc([N+](=O)[O-])c2)OC1(C)CC(=O)Nc1ccccc1 (stereo not given) | 5.6
COc1cc(CO)c(Br)cc1OCC(=O)Nc1ccccc1C | 0.1

# Screening data from PubChem.

# This is a subset. The share of hits here may be higher or lower than overall.
